Source: PubChem BioAssay
AddAB inh: less growth of phage-infected E. coli with AddAB; AID 435030; inhibition, % at 11.9 µM; E. coli expressing H. pylori AddAB, absorbance growth; 0.29% of 330,000 active; in the data active means inhibition above about 12%;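 further: 0% = vehicle wells of infected cells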
phage Ecoli inh: E. coli growth loss with phage present; growth absorbance; inhibition, % at 11.9 µM; 0.26% of 360,000 active; AID 651602; in the data active means inhibition above about 11%
Rtt109 HAT inh: C. albicans Rtt109 histone acetyltransferase inhibition; Q5AAJ8; purified Rtt109/Vps75, ThioGlo CoA-SH fluorescence, 4 h; inhibition, % at 34.9 µM; 0.16% of 330,000 active; AID 540336;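 active means inhibition of at least 50% in every replicate; inconclusive means best replicate reaches 50% inhibition but some replicates fall short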
Target sequence (Q5AAJ8 whole entry, looked up): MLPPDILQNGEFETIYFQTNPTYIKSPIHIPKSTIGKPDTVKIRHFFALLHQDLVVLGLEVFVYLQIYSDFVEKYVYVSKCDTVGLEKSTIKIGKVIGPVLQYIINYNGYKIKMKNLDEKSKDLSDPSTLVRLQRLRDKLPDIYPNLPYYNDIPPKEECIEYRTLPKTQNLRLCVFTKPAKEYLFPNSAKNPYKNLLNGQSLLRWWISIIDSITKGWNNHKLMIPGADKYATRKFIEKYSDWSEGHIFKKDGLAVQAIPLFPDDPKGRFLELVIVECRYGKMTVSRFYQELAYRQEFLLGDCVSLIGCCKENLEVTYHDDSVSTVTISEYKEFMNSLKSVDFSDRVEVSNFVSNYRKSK
Ecoli viability: reduces bacterial viability in AddAB counter-screen; E. coli V3065 growth, OD600 absorbance, 18 h; inhibition, % at 11.9 µM; 0.27% of 330,000 active; AID 449728;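 active means inhibition above the campaign's mean inhibition across all tested compounds plus 3 SD, cut at about 9.9% in these data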;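 further: uninfected addAB+ strain grown without phage in ampicillin broth; 0% = DMSO wells and 100% = ciprofloxacin 0.95 µg/ml wells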
Tat transport: inhibitors of E. coli Tat protein transport. E. coli MC4100 TorA-mCherry Tat export, fluorescence. inhibition, % at 10 µM. 0.036% of 340,000 active;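 active means mean replicate inhibition at least 50% and at least half of replicates individually reaching 50%; inconclusive means only one of the two criteria met; inactive means neither criterion met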;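 further: exported cargo escapes ClpAP degradation while cytoplasmic cargo is degraded and loses fluorescence; 0% = median of neutral control wells and 100% = median of NaSCN control wells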
PvdQ acylase: P. aeruginosa PvdQ acylase inhibition; inhibition, % at 10 µM; purified PvdQ acylase, fluorescence plate reader; 0.063% of 340,000 active; in the data active means inhibition above about 30%, passing the limit was not always enough; inconclusive means no clear call, values can overlap the other calls;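 further: 0% = vehicle neutral wells and 100% = reference inhibitor wells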
CAL PDZ inh: blocks peptide binding to human CAL PDZ domain; Q9HD26; AID 504414; 0.02% of 330,000 active; purified CAL PDZ, TMR-peptide fluorescence polarization, 1 h; inhibition, % at 20 µM;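 active means highest replicate inhibition of at least 40%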;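 further: plate controls were DMSO neutral control wells for no effect and unlabeled competitor peptide control wells for full effect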
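Material: tagged CAL PDZ domain; buffer or medium: 25 mM sodium phosphate pH 7.4, 150 mM NaCl, TCEP, IgG, Thesit; compound dosing: single point, 20 µM; schedule: 1 h incubation at room temperature before polarization reading; measured by: FP readout, S and P plane fluorescence; read-out basis: percent inhibition from loss of millipolarization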
Wnt bcat act: Wnt/beta-catenin pathway activation; 1.2% of 300,000 active; Wnt/beta-catenin reporter cell assay, activator, plate reader; AID 743398; activation, % at 9.35 µM; in the data active means activation above about 30%, passing the limit was not always enough; inconclusive means no clear call, values can overlap the other calls;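 further: 0% = neutral control wells and 100% = positive control wells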
PfHsp90 yeast 2: reduces growth (ATP signal) of yeast expressing P. falciparum Hsp90 | S. cerevisiae expressing PfHsp90, BacTiter-Glo ATP, 48 h; yeast lacking PDR1 and PDR3 efflux regulators | inhibition, % at 9.4 µM | 0.32% of 310,000 active | AID 504621;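 active means every replicate shows inhibition above about 80%, whatever the replicate mean, limit read from the data; inconclusive means mean inhibition reaches the set limit but some replicate falls short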;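 further: 0% = DMSO neutral controls and 100% = 20 µM radicicol positive controls; yeast relying on Plasmodium falciparum Hsp90 in place of its own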
DAGLB inh: blocks human DAGLB lipase activity; Q8NCG7; AID 504411; 0.059% of 340,000 active; HEK293T DAGLB membrane lysate, EnzChek fluorogenic substrate; inhibition, % at 5.17 µM; in the data active means inhibition above about 34%;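 further: 0% = enzyme with vehicle and 100% = wells lacking enzyme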
Target sequence (Q8NCG7 whole entry, looked up): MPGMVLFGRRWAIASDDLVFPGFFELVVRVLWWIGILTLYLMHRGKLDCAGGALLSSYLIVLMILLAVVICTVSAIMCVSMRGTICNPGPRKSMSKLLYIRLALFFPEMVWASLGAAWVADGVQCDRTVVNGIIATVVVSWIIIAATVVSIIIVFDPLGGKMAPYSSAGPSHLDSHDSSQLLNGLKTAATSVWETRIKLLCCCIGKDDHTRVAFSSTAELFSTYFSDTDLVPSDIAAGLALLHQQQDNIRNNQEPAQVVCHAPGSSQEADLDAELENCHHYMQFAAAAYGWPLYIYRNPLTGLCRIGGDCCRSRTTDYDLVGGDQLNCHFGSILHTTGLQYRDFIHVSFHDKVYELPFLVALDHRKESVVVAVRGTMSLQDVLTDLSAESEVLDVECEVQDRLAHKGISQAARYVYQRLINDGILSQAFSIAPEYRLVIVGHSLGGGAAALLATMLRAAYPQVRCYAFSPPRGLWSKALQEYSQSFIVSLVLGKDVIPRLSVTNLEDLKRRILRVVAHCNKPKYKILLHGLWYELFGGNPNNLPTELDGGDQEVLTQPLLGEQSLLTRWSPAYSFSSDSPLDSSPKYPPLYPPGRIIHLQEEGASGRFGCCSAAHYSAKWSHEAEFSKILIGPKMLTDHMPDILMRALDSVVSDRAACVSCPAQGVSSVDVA
Starred values were filed as active, the others as inactive; ? = inconclusive; . = no result given.

mol	AddAB inh	phage Ecoli inh	Rtt109 HAT inh	Ecoli viability	Tat transport	PvdQ acylase	CAL PDZ inh	Wnt bcat act	PfHsp90 yeast 2	DAGLB inh
CCCC(=O)NC(=S)NNC(=O)c1ccc([N+](=O)[O-])cc1	0.7	-5.4	7	-0.7	12	-1	-1.8	.	10	2
COC(=O)c1sccc1NC(=O)c1ccc(Br)s1	1.1	3.2	-8	-2.4	13	-13	-2.5	.	-21	1
O=C(Oc1ccc(Br)cc1)c1cccc(S(=O)(=O)N2CCOCC2)c1	1.1	0.8	1	-1.3	5	-22	-2.7	0	-57	-2
C=CCC[C@H](Cc1ccc(F)cc1)C(=O)OC[C@H](Cc1c[nH]c2ccccc12)NC(=O)[C@@H](CC=C)CC(=O)N[C@H](CO)Cc1ccccc1	0.2	-0.7	-1	0.2	-8	-4	0.5	-11	-17	0
O=C1c2ccccc2-c2n[nH]c3cccc1c23	.	3.0	-10	.	-6	-15	-1.7	-2	-26	-3
COc1cc(C(=O)OCC(=O)Nc2ccc(N3CCOCC3)cc2)ccc1OCC(C)C	-0.9	2.4	-9	0.2	0	-11	-2.0	-1	-48	-2
Cn1cc(CN(CCO)Cc2cccs2)c(-c2cccc(Cl)c2)n1	-2.1	3.3	18	0.1	-10	1	0.1	-2	20	-2
CCOC(=O)N1CCN(c2c(NCCCN3CCCCCC3)c(=O)c2=O)CC1	12*	2.8	-3	5.0	-2	-1	0.8	-1	6	-2
CNC(=O)c1ccccc1-c1cn(C)c2ccccc2c1=O	-0.7	1.2	-2	0.1	2	-7	0.0	-1	.	2
N#Cc1c(NC(=O)C2CC(c3ccccc3O)=NO2)sc2c1CCC2 (configuration not stated)	5.0	2.6	3	-0.3	-11	6	-1.7	2	-16	-2
Cc1ccc(NC(=O)NC2CC(=O)N(c3ccc4c(c3)OCCO4)C2)cc1F (configuration not stated)	1.4	3.3	9	-1.4	5	6	-3.1	-4	.	-3
c1ccc(C(c2nnnn2C2CCCC2)N2CCN(c3nc4ccccc4s3)CC2)cc1 (configuration not stated)	0.3	0.3	5	-2.1	-2	1	0.6	-1	-13	2

Arranged by the number under PfHsp90 yeast 2 (rising): some entries from above.
| SMILES | PfHsp90 yeast 2 |
| --- | --- |
| O=C(Oc1ccc(Br)cc1)c1cccc(S(=O)(=O)N2CCOCC2)c1 | -57 |
| O=C1c2ccccc2-c2n[nH]c3cccc1c23 | -26 |
| COC(=O)c1sccc1NC(=O)c1ccc(Br)s1 | -21 |
| C=CCC[C@H](Cc1ccc(F)cc1)C(=O)OC[C@H](Cc1c[nH]c2ccccc12)NC(=O)[C@@H](CC=C)CC(=O)N[C@H](CO)Cc1ccccc1 | -17 |
| CCOC(=O)N1CCN(c2c(NCCCN3CCCCCC3)c(=O)c2=O)CC1 | 6 |
| Cn1cc(CN(CCO)Cc2cccs2)c(-c2cccc(Cl)c2)n1 | 20 |

(next part)
mol	AddAB inh	phage Ecoli inh	Rtt109 HAT inh	Ecoli viability	Tat transport	PvdQ acylase	CAL PDZ inh	Wnt bcat act	PfHsp90 yeast 2	DAGLB inh
CC(Oc1ccccc1)C(=O)Nc1cccc(NC(=O)c2ccco2)c1 (configuration not stated)	3.3	2.2	-9	0.7	-7	-17	.	3	13	-1
CCOC(=O)N1CCN(S(=O)(=O)c2ccc3[nH]c(=O)oc3c2)CC1	-0.1	2.0	2	-0.3	10	-11	1.6	0	23	3
CCCCOc1ccc(NC(=O)CSCC(=O)OCC)cc1	1.0	0.0	13	-0.8	2	-10	-1.7	-2	.	-1
O=C(CSc1ccc(F)cc1)NCCSc1ccccc1	2.7	5.3	1	0.2	-1	-16	-0.8	0	8	-8
Cc1ccc(C)c(-n2c(SCC(=O)NC(C(=O)O)C(C)C)nnc2-c2cccc(Cl)c2)c1 (configuration not stated)	1.1	3.9	6	4.4	-1	-5	-1.2	-2	-36	0
O=C(NN=C1CCCC1)c1cccs1	-1.2	3.6	0	-1.2	-5	-9	-1.4	.	-6	0
Cc1nc2ccc(NC(=S)N3CCCC3)cc2nc1C	3.4	2.0	3	1.3	0	6	-3.0	4	2	2
CCc1cccc(CC)c1NC(=O)CNCc1cccs1	.	-1.2	0	.	7	-10	-1.4	-2	-13	-1
O=c1c2c(-c3ccccc3)ccnc2[nH]n1-c1ccccc1	1.3	2.5	0	-0.2	-1	-1	-0.6	8	-15	1
C/C(=N\OCC(=O)Nn1c(C)nc2ccccc2c1=O)c1ccccc1	0.8	4.0	-2	2.0	1	-20	0.3	0	-11	-1
COc1ccc(/C=C(\NC(=O)c2ccccc2)C(=O)N2CCCCC2)cc1OC	2.0	0.2	1	0.9	-10	-11	-0.5	-2	-3	-4
O=S(=O)(c1ccccc1F)N1CCC(c2nc3ccccc3[nH]2)CC1	3.0	1.8	-7	0.4	-3	-6	-2.6	-2	-1	-3
O=C(Nc1nc(-c2cc3ccccc3o2)cs1)c1ccc(S(=O)(=O)N2CCCC2)cc1	3.0	4.8	-17	-0.7	3	12	-0.5	-18	17	-8
Cn1cc(CNC(=O)C2c3ccccc3Oc3ccccc32)cn1	-0.9	2.8	7	-1.4	23	-17	-0.6	.	-11	-3
Cc1ccc(C(=O)c2ccccc2C(=O)Nc2ccccc2)cc1	2.9	-0.5	-1	-4.6	4	-12	-0.1	2	1	-4
Cc1cccc(NS(=O)(=O)c2ccc(C(=O)N3CC(C)OC(C)C3)cc2)c1C (configuration not stated)	-0.2	1.8	-9	-1.6	-4	-7	-2.2	0	1	0
C/C(=N\NS(=O)(=O)c1ccc(C)cc1)c1ccc(C)o1	1.4	3.0	21	-2.0	-8	1	0.3	1	-3	-2
COc1ccc(/C=C2\CCc3c2nc2ccccc2c3C(=O)O)cc1OC	3.2	2.2	-420	-1.2	1	-12	-1.0	-2	6	-4
c1cc(-c2cccs2)nc(-c2cccs2)c1	-3.2	0.0	-1	-1.8	-2	-5	-2.1	-6	-1	0
CN1CCN(S(=O)(=O)c2ccc(NC(=O)c3cccs3)cc2)CC1	0.3	0.1	6	1.9	1	-17	-0.9	.	-6	0
Cc1cccc(-n2c(C)cc(/C=N/O)c2C)c1	4.5	2.9	1	-0.6	-2	-17	-0.2	2	-13	-1
CC(NC(=O)C1CCC(CNc2c(N3CCOCC3)c(=O)c2=O)CC1)c1ccccc1 (configuration not stated)	0.5	2.7	-5	1.4	19	-3	-0.4	-3	7	-2
Cn1c(=O)c2c(nc(NCC3CCCO3)n2C)n(C)c1=O (configuration not stated)	0.2	0.5	-4	3.5	4	-14	-2.7	.	6	-4
CC(=O)Nc1ccc(S(=O)(=O)N(Cc2ccco2)Cc2cc3ccccc3[nH]c2=O)cc1	1.6	0.9	-1	1.0	-5	-4	-1.9	-2	-24	3
CN(C)c1ccc(S(=O)(=O)N2CCC(Cc3ccccc3)CC2)cn1	0.5	-1.4	-4	1.6	7	14	0.4	-3	10	-3
Nc1nonc1C(=O)NCCNS(=O)(=O)c1ccc(Br)cc1	0.7	0.1	0	2.4	-11	3	-0.3	.	4	2
CCOC(=O)C1(C)/C(=N/Nc2ccccc2Cl)C(=O)C(=O)N1c1ccccc1 (configuration not stated)	2.0	3.2	0	1.3	6	1	-1.6	-4	.	14
O=C(Nc1ccc(Cl)cc1)C1CC(=O)n2c(nc3ccccc32)N1 (configuration not stated)	1.3	.	2	-0.3	7	1	0.1	.	.	2
O=C(NC1CCCC1)c1cccc2c1C(=O)c1ccc(Cl)cc1S2(=O)=O	-1.4	2.2	-2	1.0	-1	-6	0.0	-3	10	1
COc1ccc(OC)c(-n2nnnc2SCC(=O)Nc2ccccc2OC)c1	-1.5	2.0	1	-2.5	-4	-4	-0.5	-1	9	-2
CCOC(=O)N/N=C\C=C\c1ccc2c(c1)OCO2	-0.8	1.7	-3	-1.6	-1	-17	-3.2	50*	19	2
c1ccc(Cn2nnnc2C(c2cccs2)N2CCOCC2)cc1 (configuration not stated)	1.8	2.3	-6	-0.2	-11	-12	.	.	3	1
CCCCN(C(=S)SC)C1CCS(=O)(=O)C1 (configuration not stated)	2.7	1.9	2	-1.0	-10	6	-0.7	-1	-14	.
O=C(CCNS(=O)(=O)c1ccc(Br)cc1)NCCc1ccc(Cl)cc1	0.6	2.4	-15	0.1	4	-11	-2.9	-3	-39	0
COc1ccc(-c2cc(C(=O)N3CCN(Cc4ccccc4)CC3)no2)cc1OC	-0.8	2.2	9	-0.5	2	-5	-1.2	.	-5	1
Cn1nc(C(C)(C)C)cc1C(=O)NNC(=O)c1ccccc1Cl	-1.4	-2.9	1	-0.8	0	-10	0.0	-1	-5	2

Among those listed so far, two contain a COOH group.
mol	AddAB inh	phage Ecoli inh	Rtt109 HAT inh	Ecoli viability	Tat transport	PvdQ acylase	CAL PDZ inh	Wnt bcat act	PfHsp90 yeast 2	DAGLB inh
Cc1ccc(C)c(-n2c(SCC(=O)NC(C(=O)O)C(C)C)nnc2-c2cccc(Cl)c2)c1 (configuration not stated)	1.1	3.9	6	4.4	-1	-5	-1.2	-2	-36	0
COc1ccc(/C=C2\CCc3c2nc2ccccc2c3C(=O)O)cc1OC	3.2	2.2	-420	-1.2	1	-12	-1.0	-2	6	-4

(more compounds)
mol	AddAB inh	phage Ecoli inh	Rtt109 HAT inh	Ecoli viability	Tat transport	PvdQ acylase	CAL PDZ inh	Wnt bcat act	PfHsp90 yeast 2	DAGLB inh
CC1(C)C2CCC1(C(=O)O)c1nc3ccccc3nc12 (configuration not stated)	-0.7	3.5	-4	-2.9	-5	-6	-0.8	-2	0	-4
CC1COC(=O)C(NNc2ccc(Cl)c(Cl)c2)=N1 (configuration not stated)	2.1	2.2	9	-1.9	0	7	0.0	-1	?	4
COc1ccc(OC)c(N(C(=O)c2ccco2)C(C(=O)NC2CCCC2)c2ccc(N3CCOCC3)cc2)c1 (configuration not stated)	2.7	-1.4	5	0.6	-3	-12	-3.3	-2	-19	-8
Cc1cccc(NC(=O)c2ccc3c(Cl)c4c(nc3c2)CCCC4)n1	1.9	5.0	.	0.2	6	-3	-2.8	7	15	-6
O=C(O)C1CC=C(Cl)CC1C(=O)NC1CCCCC1 (configuration not stated)	4.6	.	-4	-0.1	-5	5	-2.0	.	.	-2

A draw from above in order of length of the SMILES, rising:
mol	AddAB inh	phage Ecoli inh	Rtt109 HAT inh	Ecoli viability	Tat transport	PvdQ acylase	CAL PDZ inh	Wnt bcat act	PfHsp90 yeast 2	DAGLB inh
O=C(O)C1CC=C(Cl)CC1C(=O)NC1CCCCC1 (configuration not stated)	4.6	.	-4	-0.1	-5	5	-2.0	.	.	-2
CC1COC(=O)C(NNc2ccc(Cl)c(Cl)c2)=N1 (configuration not stated)	2.1	2.2	9	-1.9	0	7	0.0	-1	?	4
COc1ccc(OC)c(N(C(=O)c2ccco2)C(C(=O)NC2CCCC2)c2ccc(N3CCOCC3)cc2)c1 (configuration not stated)	2.7	-1.4	5	0.6	-3	-12	-3.3	-2	-19	-8
